# Screens deposited in PubChem by National Center for Advancing Translational Sciences (NCATS).
# GLA spleen mod = alpha-galactosidase A (human) modulation; P06280; human spleen homogenate, 4MU-alpha-Gal fluorescence, 40 min; Potency, µM (titrated, usually from 80 µM), inactives show at the top dose activity change, negative = inhibition, hits mostly inhibitors; hit rate 0.008% among 240,000; AID 2107;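 also: 0% = enzyme with vehicle and -100% = no enzyme basal signal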
# Target sequence (P06280 32-429 limits assumed): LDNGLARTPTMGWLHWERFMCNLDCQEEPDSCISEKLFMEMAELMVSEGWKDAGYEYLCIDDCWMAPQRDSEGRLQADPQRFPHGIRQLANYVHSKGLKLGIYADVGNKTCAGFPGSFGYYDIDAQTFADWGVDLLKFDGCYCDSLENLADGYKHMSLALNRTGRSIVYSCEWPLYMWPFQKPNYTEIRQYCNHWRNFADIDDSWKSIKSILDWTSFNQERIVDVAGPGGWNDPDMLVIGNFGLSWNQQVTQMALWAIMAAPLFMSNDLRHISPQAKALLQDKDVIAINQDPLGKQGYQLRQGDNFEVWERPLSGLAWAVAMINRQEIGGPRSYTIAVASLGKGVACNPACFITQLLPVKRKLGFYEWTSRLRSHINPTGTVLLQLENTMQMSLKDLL
#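 Human spleen homogenate (1 ug) as enzyme source, 4-methylumbelliferyl-alpha-D-galactopyranoside 1 mM final, citrate/phosphate pH 5.0 with 0.01% Tween-20. Compounds 40 min at 37C, NaOH/glycine stop; fluorescence Ex 365/Em 440, Hill-fit AC50.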
# aGlu spleen mod = inhibitors or activators of human alpha-glucosidase in spleen homogenate; P10253; human spleen homogenate, 4-MU-alpha-glucoside fluorescence; Potency, µM (titrated, usually from 79.9 µM), without a hit: top-dose activity change, negative = inhibition, most hits filed as inhibitors; hit rate 0.006% among 240,000; AID 2112;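 also: 0% = enzyme with vehicle and -100% = no enzyme basal signal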
#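 Enzyme source: human spleen homogenate, 1 ug/well. Buffer 50 mM citric acid/K phosphate pH 5.0, 0.01% Tween-20. 4-MU-alpha-glucoside 1 mM; 37 C x 40 min; NaOH/glycine stop; fluorescence.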
# GAA glycogen mod = GAA glycogen-cleavage inhibition or activation. P10253. recombinant GAA, glycogen substrate, Amplex Red glucose oxidase fluorescence. Potency, µM (highest dose often 76.4 µM), for inactives: at the highest dose activity change, negative = inhibition, hits mostly inhibitors. hit rate 0.38% among 300,000. AID 2100;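 also: 0% = full enzyme reaction and -100% = no-enzyme basal signal; the screen sought inhibitors and activators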
#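 Recombinant enzyme (4 nM final) with compounds titrated up to 77 uM and bovine liver glycogen (30 ug) in citrate pH 5.0, 0.01% Tween-20, 37 C 40 min. Released glucose detected by Amplex Red/glucose oxidase (Ex 573/Em 610); AC50 from Hill fits.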
# ALDH1A1 block = blocks purified human ALDH1A1 activity. Potency, µM (highest dose often 75.3 µM), for the others: at the highest dose activity, negative = inhibition, actives largely listed as inhibitors. Purified ALDH1A1, NADH fluorescence, propionaldehyde substrate. AID 1030. hit rate 7.3% among 220,000; active = well fitted inhibition curve with a large enough effect, not every such curve was filed as active; inconclusive = small, poorly fitted or top-dose-only effect, or another doubt; inactive = no such curve, though single readings can be large or run the other way;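 also: plate controls were no enzyme wells and a reference inhibitor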
# Target sequence (P00352 whole entry, looked up): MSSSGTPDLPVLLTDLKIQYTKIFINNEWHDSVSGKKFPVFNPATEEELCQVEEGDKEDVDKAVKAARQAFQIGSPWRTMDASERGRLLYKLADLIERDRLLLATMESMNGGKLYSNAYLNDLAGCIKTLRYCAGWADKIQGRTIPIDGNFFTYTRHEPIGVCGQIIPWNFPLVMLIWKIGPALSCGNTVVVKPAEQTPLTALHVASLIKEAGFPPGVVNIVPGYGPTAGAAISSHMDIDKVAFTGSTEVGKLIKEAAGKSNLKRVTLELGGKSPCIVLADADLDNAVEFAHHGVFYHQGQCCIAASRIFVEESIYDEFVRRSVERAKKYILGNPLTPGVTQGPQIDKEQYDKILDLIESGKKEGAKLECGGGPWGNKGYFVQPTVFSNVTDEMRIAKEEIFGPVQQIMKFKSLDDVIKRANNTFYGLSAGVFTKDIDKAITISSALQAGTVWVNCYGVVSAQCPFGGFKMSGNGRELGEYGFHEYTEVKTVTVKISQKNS
# * = called active by the depositor; ? = inconclusive; . = not tested or not shown; & = joins results of further samples; [ ] = dose if it differs, or a comment. Unless noted, calls follow the shape of the dose curve; as a rule, active = well fitted curve in the direction sought with a large enough effect; inconclusive = small, poorly fitted or top-dose-only effect, or another doubt; inactive = no such curve, though single readings can be large; an effect the other way counts as inactive or inconclusive. Potency is read from the fitted curve at half-maximal effect. This is a subset; count on the stated rates, not on these rows.
No.	Molecule	aGlu spleen mod	GAA glycogen mod
1	CC(C)CO/N=C1/C[C@@H](O)[C@@H](O)[C@@H]2[C@@H]3C(=O)N(c4cccc(Oc5ccccc5)c4)C(=O)[C@H]3CC[C@@H]12	-8.4%[17.4 µM]	.
2	C#CCCCO/N=C1/C[C@@H](O)[C@@H](O)[C@@H]2[C@@H]3C(=O)N(CCC(=O)OCC)C(=O)[C@H]3CC[C@H]12	0.4%[17.4 µM]	.
3	Cc1ccc(/C=C/C2=CC3(C)CC2(C)C(c2ccc(C)cc2)CC3=O)cc1 (configuration not stated)	6.4%[17.4 µM]	.
4	CC12C=C(/C=C/C=C/c3ccccc3)C(C)(C1)C(/C=C/c1ccccc1)CC2=O (configuration not stated)	5.6%[17.4 µM]	.
5	CO[C@@H]1COC(=O)C/C=C\[C@H](C)[C@@H](NS(=O)(=O)c2ccc(C)cc2)COC(=O)C/C=C\[C@@H]1C	7.7%&-1.0%[17.4 µM]	.
6	CC1CCC2C(=O)N3C(CCC(C)[C@H]3c3ccccc3Br)C(=O)N2C1c1ccccc1Br (some centres not stated)	-10.0%[17.4 µM]	.
7	CO[C@@H]1/C=C\CC(=O)N[C@@H](C)C(=O)OC[C@@H](OC)[C@H](C)CCCC(=O)OC[C@H]1C	-1.1%[17.4 µM]	.
8	O=C1[C@H]2[C@H]3[C@H](O)[C@H](O)C/C(=N/OC[C@@H](O)COCc4ccco4)[C@H]3CC[C@@H]2C(=O)N1C1CCCCC1	5.0%[17.4 µM]	.
9	CO[C@@H]1COC(=O)C/C=C\[C@@H](C)COC(=O)[C@H](Cc2ccccc2)NC(=O)C/C=C\[C@H]1C	-1.1%[17.4 µM]	.
10	COc1ccc(OC2C(O)COC2/C=C/c2ccccc2)cc1 (configuration not stated)	0.8%&5.3%[17.4 µM]	.
11	CC(=O)OC[C@@H]1O[C@@H](O/N=C2/C[C@@H](O)[C@@H](O)[C@@H]3[C@@H]4C(=O)N(c5cccc(Oc6ccccc6)c5)C(=O)[C@H]4CC[C@H]23)[C@H](OC(C)=O)[C@H](OC(C)=O)[C@@H]1OC(C)=O	5.5%[17.4 µM]	.
12	Cc1ccccc1OC1C=CC(C#Cc2ccc(Br)cc2)OC1CO (configuration not stated)	2.4%[17.4 µM]	.

No.	ALDH1A1 block	GLA spleen mod
1	6.7%[13.5 µM]	-5.8%[17.5 µM]
2	6.1%[13.5 µM]	0.0%[17.5 µM]
3	?	-5.5%[17.5 µM]
4	?	-1.2%[17.5 µM]
5	?	4.8%&8.6%[17.5 µM]
6	-3.7%[13.5 µM]	-21.7%[17.5 µM]
7	-2.0%[13.5 µM]	0.0%[17.5 µM]
8	-1.1%[13.5 µM]	-5.0%[17.5 µM]
9	?	-0.5%[17.5 µM]
10	4.3%&6.4%[13.5 µM]	2.6%&4.9%[17.5 µM]
11	0.7%[13.5 µM]	-4.0%[17.5 µM]
12	10.9%[13.5 µM]	1.2%[17.5 µM]

# Later entries
No.	Molecule	aGlu spleen mod	GAA glycogen mod
13	CN(C)c1cccc(OC2C=CC(C#Cc3ccccc3)OC2CO)c1 (configuration not stated)	8.5%[17.4 µM]	.
14	COc1ccc2c(c1)O[C@H](c1cccc(C(F)(F)F)c1)[C@@H](O)C2=O	-4.1%[17.4 µM]	.
15	C/C(CCN1CCCCc2nc(C)c(C)cc21)=N\OC[C@@H](C)[C@H](OCc1ccccc1)C(C)C	-0.7%[17.4 µM]	.
16	COC(=O)[C@H](C)NC(=O)C/C=C\[C@@H](C)CO	7.0%[17.4 µM]	.
17	COC(=O)[C@@H]1CCCN1C(=O)[C@@H](C)CO	-4.3%[17.4 µM]	.
18	C/C(CCN1CCCc2nc(C)c(C)cc21)=N\O[C@@H](C)c1cn([C@@H]2COC[C@@H]2O)nn1	-5.0%[17.4 µM]	.
19	C(#CC1C=CC2OC(c3ccccc3)OCC2O1)c1ccccc1 (configuration not stated)	-5.6%[17.4 µM]	.
20	COC(=O)C1=C(C)N(Cc2ccccc2)C2=C3C(=O)N(c4ccccc4)C(=O)C3[C@@](O)(C(=O)OC)C(=O)N2C1c1ccccc1 (some centres not stated)	1.1%&2.6%[17.4 µM]	.
21	O=c1n(Cc2cc3c(cc2Cl)OCO3)c(=O)n2n1CC[C@H]1/C(=N\OC[C@@H](O)COCc3ccco3)[C@H]3O[C@@H]3[C@@H](O)[C@@H]12	-2.9%[17.4 µM]	.
22	CC(=O)OC[C@@H]1O[C@@H](O/N=C2/C[C@@H](O)[C@@H](O)[C@@H]3[C@@H]4C(=O)N([C@@H](C)c5ccccc5)C(=O)[C@H]4CC[C@@H]23)[C@H](OC(C)=O)[C@H](OC(C)=O)[C@@H]1OC(C)=O	-1.9%[17.4 µM]	.
23	CC(C)=NOC[C@@H](O)COCc1ccco1	2.1%[17.4 µM]	.
24	COc1ccc(O[C@H]2C=C[C@@H](c3ccccc3)O[C@H]2CO/N=C(/C)CCC(=O)OC[C@@H]2O[C@H](C#Cc3ccccc3)C=C[C@@H]2Oc2ccc(C)cc2)cc1	3.7%[17.4 µM]	.

No.	ALDH1A1 block	GLA spleen mod
13	-15.5%[13.5 µM]	-5.3%[17.5 µM]
14	14.4%[13.5 µM]	-2.7%[17.5 µM]
15	-5.9%[13.5 µM]	-1.5%[17.5 µM]
16	7.5%[13.5 µM]	3.8%[17.5 µM]
17	-3.7%[13.5 µM]	9.7%[17.5 µM]
18	?	-3.7%[17.5 µM]
19	15.5%[13.5 µM]	1.2%[17.5 µM]
20	11.4%&-7.4%[13.5 µM]	5.6%&-3.3%[17.5 µM]
21	-4.5%[13.5 µM]	-3.3%[17.5 µM]
22	4.2%[13.5 µM]	-8.5%[17.5 µM]
23	-4.8%[13.5 µM]	-1.7%[17.5 µM]
24	-4.6%[13.5 µM]	6.2%[17.5 µM]

# An excerpt from above, limited to GAA glycogen mod, aGlu spleen mod and ALDH1A1 block.
item	smiles	GAA glycogen mod	aGlu spleen mod	ALDH1A1 block
3	Cc1ccc(/C=C/C2=CC3(C)CC2(C)C(c2ccc(C)cc2)CC3=O)cc1 (configuration not stated)	.	6.4%[17.4 µM]	?
7	CO[C@@H]1/C=C\CC(=O)N[C@@H](C)C(=O)OC[C@@H](OC)[C@H](C)CCCC(=O)OC[C@H]1C	.	-1.1%[17.4 µM]	-2.0%[13.5 µM]
18	C/C(CCN1CCCc2nc(C)c(C)cc21)=N\O[C@@H](C)c1cn([C@@H]2COC[C@@H]2O)nn1	.	-5.0%[17.4 µM]	?
4	CC12C=C(/C=C/C=C/c3ccccc3)C(C)(C1)C(/C=C/c1ccccc1)CC2=O (configuration not stated)	.	5.6%[17.4 µM]	?

# Later entries
No.	Molecule	aGlu spleen mod	GAA glycogen mod
25	CC(C)CO/N=C1/[C@H]2O[C@@H]2[C@@H](O)[C@H]2[C@H]1CCn1c(=O)n(-c3ccccc3)c(=O)n12	1.4%[17.4 µM]	.
26	C=CCC1C=CC(Oc2ccc(OC)cc2)C(COC(=O)c2ccc(Br)cc2)O1 (configuration not stated)	0.3%[17.4 µM]	.
27	CO/N=C\c1ccc(C(=O)N2[C@H](c3ccc(C)cc3)[C@@H](C)CC[C@H]2C(=O)OC)cc1	-5.2%[17.4 µM]	.
28	CO[C@@H]1COC(=O)[C@H]2CCCN2C(=O)[C@@H](C)COC(=O)[C@H](COCc2ccccc2)NC(=O)C/C=C\[C@H]1C	5.5%[17.4 µM]	.
29	C=C(C)C(O)C(CC/C=C(\C)C(=O)OCC)OC (configuration not stated)	14.1%[17.4 µM]	.
30	CO[C@H]1COC(=O)C/C=C\[C@@H](C)COC(=O)[C@@H](C)NC(=O)C/C=C\[C@@H]1C	-1.0%[17.4 µM]	.
31	CCC(=O)[C@]12O[C@@]3(C4C(=O)OCCC41)N(CC)C(C)=C(C(=O)OC)C(c1ccccc1)N3C2=O (some centres not stated)	-1.1%[17.4 µM]	.
32	COC(=O)[C@H](C)NC(=O)C/C=C\[C@@H](C)[C@@H](CO)OC	0.6%[17.4 µM]	.
33	COC(=O)C/C=C\[C@H](C)[C@H](CO)NS(=O)(=O)c1ccc(C)cc1	1.0%[17.4 µM]	.
34	CCCCCCC#Cc1cc(OC)c(OC)cc1C(N1CC(C)c2ccccc21)N1CC(C)c2ccccc21 (configuration not stated)	1.5%[17.4 µM]	.
35	COCn1c2ccccc2c2nnc(C(=O)O)nc21	-6.1%[17.4 µM]	.
36	COC(=O)NC(CC(C)=O)c1cccc(F)c1 (configuration not stated)	0.8%[17.4 µM]	.

No.	ALDH1A1 block	GLA spleen mod
25	10.0%[13.5 µM]	-0.6%[17.5 µM]
26	-5.0%[13.5 µM]	4.5%[17.5 µM]
27	5.0%[13.5 µM]	-2.4%[17.5 µM]
28	1.0%[13.5 µM]	-4.8%[17.5 µM]
29	10.9%[13.5 µM]	-6.9%[17.5 µM]
30	15.6%[13.5 µM]	-6.8%[17.5 µM]
31	0.8%[13.5 µM]	0.5%[17.5 µM]
32	7.7%[13.5 µM]	4.1%[17.5 µM]
33	-0.3%[13.5 µM]	13.7%[17.5 µM]
34	?	-7.6%[17.5 µM]
35	5.7%[13.5 µM]	-7.6%[17.5 µM]
36	4.7%[13.5 µM]	6.8%[17.5 µM]

# Other results:
No.	Molecule	aGlu spleen mod	GAA glycogen mod
37	CC12CC3OS(=O)OC3CC3C4C(C(OCc5ccccc5)C31)C42 (configuration not stated)	-6.0%[17.4 µM]	.
38	C/C=C\C1=C(CO)C(=O)C2O[C@]2(CC=C(C)C)C1=O (some centres not stated)	0.9%[17.4 µM]	.
39	CCC/C=C/C1C(=O)C2OC2C2(OCC(CC)(CC)CO2)C1CO (configuration not stated)	2.5%[17.4 µM]	.
40	O=C1C=C[C@@H](O)[C@H]2[C@@H]3C(=O)N(Cc4ccc5c(c4)OCO5)C(=O)[C@@H]3CC[C@H]12	-1.4%[17.4 µM]	.
41	CC(C)CO/N=C1/C[C@@H](O)[C@@H](O)[C@@H]2[C@@H]3C(=O)N(Cc4ccc5c(c4)OCO5)C(=O)[C@H]3CC[C@H]12	0.0%[17.4 µM]	.
42	CCN1C(=O)[C@H]2[C@H]3[C@H](O)[C@H](O)C/C(=N/O[C@@H](C)c4cc(-c5c(C)cc(C)cc5C)no4)[C@@H]3CC[C@@H]2C1=O	5.1%[17.4 µM]	.
43	COC(=O)C1C(C)OC(=O)NC1c1ccccc1 (configuration not stated)	0.7%[17.4 µM]	.
44	C#CCCCO/N=C1/C[C@@H](O)[C@@H](O)[C@@H]2[C@@H]3C(=O)N(c4cccc(Oc5ccccc5)c4)C(=O)[C@H]3CC[C@H]12	0.6%[17.4 µM]	.
45	C/C(CCN1CCCc2nc(C)c(C)cc21)=N\O[C@@H](C)c1cn([C@H](CO)Cc2ccccc2)nn1	-8.8%&4.6%[17.4 µM]	.
46	CO[C@@H]1COC(=O)[C@@H](C)NC(=O)C/C=C\[C@@H](C)[C@H](NS(=O)(=O)c2ccc(C)cc2)COC(=O)[C@H](C)NC(=O)C/C=C\[C@H]1C	1.9%[17.4 µM]	.
47	C/C=C/C(O)c1ccc2ccccc2c1 (configuration not stated)	-5.3%	-2.9%[76.3 µM]
48	Nc1nc(N)c(N=O)c(OCC2CCCCC2)n1	4.7%	15.9%[76.3 µM]
49	CN1CCN(C(=O)c2cc3cc(Cl)ccc3[nH]2)CC1	0.1%	-1.1%[76.3 µM]
50	CC(C)(C)OC(=O)N1CCC[C@H]1C(=O)O	-0.5%	15.1%[76.3 µM]

No.	ALDH1A1 block	GLA spleen mod
37	8.4%[13.5 µM]	3.0%[17.5 µM]
38	-0.9%[13.5 µM]	-6.5%[17.5 µM]
39	6.2%[13.5 µM]	-7.1%[17.5 µM]
40	-8.3%[13.5 µM]	-2.3%[17.5 µM]
41	-13.5%[13.5 µM]	7.9%[17.5 µM]
42	2.9%[13.5 µM]	3.8%[17.5 µM]
43	6.8%[13.5 µM]	-1.2%[17.5 µM]
44	14.7%[13.5 µM]	-8.1%[17.5 µM]
45	?	1.9%&-8.6%[17.5 µM]
46	9.4%[13.5 µM]	5.1%[17.5 µM]
47	.	8.2%
48	.	-4.8%
49	.	5.0%
50	.	5.9%
